TrxR1 inh: rat TrxR1 inhibition. O89049. actives 1% (n = 390,000). AID 588453. recombinant rTrxR1, NADPH fluorescence consumption, selenite substrate. Potency, µM (doses to about 114 µM), for inactives: top-dose activity change, negative = inhibition, actives largely listed as inhibitors; further: potency means the concentration at half of the fitted maximal effect; on the % scale 0 is the no-effect control and ±100 the full control effect; nearly all actives have a fitted effect of over 65% in size
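Rat TrxR1 (90 nM in the dispensed reagent) was pre-reduced with 400 uM NADPH for 5 min at room temperature, then incubated with compound for 15 min. After 400 uM selenite was added, NADPH fluorescence (Ex 340/Em 450 nm) was followed for 8 min.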
IDH1 R132H inh: human IDH1 R132H inhibition; O75874; IDH1-R132H enzyme, NADPH consumption, diaphorase/resazurin fluorescence; Potency, µM (titrated, usually from 76.6 µM), without a hit: at the highest dose activity change, negative = inhibition, most hits filed as inhibitors; actives 0.093% (n = 390,000); AID 602179; further: potency means the concentration at half of the fitted maximal effect; on the % scale 0 is the no-effect control and ±100 the full control effect; nearly all actives have a fitted effect of over 65% in size
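IDH1-R132H (0.5 ug/mL) preincubated 30 min with compound, then NADPH (0.016 mM) and alpha-KG (2 mM) added; 80 min at RT, pH 7.5. Remaining NADPH coupled via diaphorase/resazurin to fluorescence (540/590 nm); concentration-response curves normalized to no-enzyme control.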
Tb PGK inh: blocks T. brucei phosphoglycerate kinase | P07378 | PGK/GAPDH coupled, Kinase-Glo luminescence, 60 min | Potency, µM (top dose mostly 57.5 µM), for the others: at the highest dose activity change, negative = inhibition, hits mostly inhibitors | actives 0.043% (n = 380,000) | AID 602233; further: potency means the concentration at half of the fitted maximal effect; on the % scale 0 is the no-effect control and ±100 the full control effect; nearly all actives have a fitted effect of over 60% in size
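Recombinant glycosomal PGK reaction used 1,3-bisphosphoglycerate generated in-well by GAPDH (100nM final) in 100mM TEA pH 7.6, 5mM MgCl2, 0.01% Tween-20. After 60 minutes at room temperature, ATP was read by Kinase-Glo Plus luminescence end-point.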
PI4K2A inh: PI4K2A (human) kinase inhibition; Q9BTU6; purified PI4K2A, ADP-Glo luminescence, 1 h; stronger effect = lower value; activity change, negative = inhibition, % at 76.9 µM; actives 0.13% (n = 420,000); in the data active means activity change below about -50%; inconclusive means mostly about -30% to -49%;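 further: -100% = wells without enzyme as full effect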
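In this quantitative HTS, ADP production by PI4K2A was quantified luminescently after 1 h at ambient temperature; 100 microM adenosine served as plate-quality control.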
USP1 inh: USP1/UAF1 (human) deubiquitinase inhibition. O94782. recombinant USP1/UAF1, Ub-Rhodamine cleavage fluorescence. Potency, µM (highest dose often 57.1 µM), for inactives: at the top dose activity change, negative = inhibition, most hits filed as inhibitors. actives 0.23% (n = 390,000). AID 743255; further: potency means the concentration at half of the fitted maximal effect; on the % scale 0 is the no-effect control and ±100 the full control effect; nearly all actives have a fitted effect of over 60% in size; inactives centre near -12
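1 nM enzyme complex + cpd, 15 min RT; start with Ub-Rho 150nM final; kinetic fluorescence ex 480/em 540, 6 reads q60 s. Buffer 50mM HEPES pH 7.8, 0.5mM EDTA, 0.1 mg/ml BSA, 1mM TCEP, 0.01% Tween-20.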
HP1b chromo inh: blocks HP1-beta chromodomain binding to methylated histone tails. P83916. AlphaScreen HP1-beta / biotin-H3K9me3 peptide binding. Potency, µM (top dose mostly 114 µM), inactives show at the top dose activity change, negative = inhibition, most hits filed as inhibitors. actives 0.56% (n = 390,000); further: potency means the concentration at half of the fitted maximal effect; nearly all actives have a fitted effect of over 70% in size; inactives centre near 23
Target sequence (P83916 whole entry, looked up): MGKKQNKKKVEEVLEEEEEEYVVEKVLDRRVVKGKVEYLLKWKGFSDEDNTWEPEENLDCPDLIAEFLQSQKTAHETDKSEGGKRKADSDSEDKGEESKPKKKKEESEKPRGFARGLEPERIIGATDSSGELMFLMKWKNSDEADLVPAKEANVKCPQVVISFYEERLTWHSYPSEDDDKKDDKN
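Compound inhibition of the preformed complex between 50 nM HP1-beta and 50 nM biotinylated H3K9me3 peptide was read by AlphaScreen. Buffer was PBS pH 7.4 with 0.01% Tween-20. Incubations ran 30 min at room temperature, with 10 ug/mL donor/acceptor beads.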
TrxR1 substrate: substrates of rat thioredoxin reductase 1. Potency, µM (top dose mostly 114 µM), inactives show at the highest dose activity change, negative = substrate turnover. O89049. purified TrxR1 substrate turnover, NADPH consumption readout. actives 0.01% (n = 390,000); further: potency means the concentration at half of the fitted maximal effect; on the % scale 0 is the no-effect control and ±100 the full control effect; nearly all actives have a fitted effect of over 50% in size
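Rat TrxR1, dispensed at 90 nM, was prereduced with 400 uM NADPH (final) for 5 min at ~22 deg C, then incubated with compound 15 min before 400 uM selenite. A first-read NADPH fluorescence drop versus no-compound background flagged substrates.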
GLS inhibitor: glutaminase GLS (human) inhibition; O94925; GLS enzymatic activity, qHTS titration; Potency, µM (top dose mostly 45.5 µM), inactives show top-dose activity change, negative = inhibition, hits mostly inhibitors; actives 0.21% (n = 410,000); AID 624170; further: potency means the concentration at half of the fitted maximal effect; on the % scale 0 is the no-effect control and ±100 the full control effect
Target sequence (O94925 whole entry, looked up): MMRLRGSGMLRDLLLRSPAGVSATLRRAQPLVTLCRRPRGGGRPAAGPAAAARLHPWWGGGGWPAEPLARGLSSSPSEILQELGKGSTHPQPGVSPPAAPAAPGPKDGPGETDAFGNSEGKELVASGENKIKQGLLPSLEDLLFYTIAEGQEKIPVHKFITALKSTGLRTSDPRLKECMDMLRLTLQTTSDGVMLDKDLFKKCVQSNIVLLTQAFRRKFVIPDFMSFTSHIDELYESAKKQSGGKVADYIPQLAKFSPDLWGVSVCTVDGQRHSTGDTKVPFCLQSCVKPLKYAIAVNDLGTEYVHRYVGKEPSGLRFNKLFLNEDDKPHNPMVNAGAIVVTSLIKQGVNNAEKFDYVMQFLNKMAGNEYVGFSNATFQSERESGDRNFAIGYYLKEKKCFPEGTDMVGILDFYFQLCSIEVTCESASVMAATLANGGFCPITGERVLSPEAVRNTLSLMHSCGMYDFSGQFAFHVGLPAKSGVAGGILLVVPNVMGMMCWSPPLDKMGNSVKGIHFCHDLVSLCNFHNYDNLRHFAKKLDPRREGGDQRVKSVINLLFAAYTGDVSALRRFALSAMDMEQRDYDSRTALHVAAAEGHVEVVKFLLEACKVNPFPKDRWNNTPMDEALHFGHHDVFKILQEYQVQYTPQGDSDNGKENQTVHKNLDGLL
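Read-out is an Amplex red fluorescence increase coupled through glutamate oxidase and HRP, measured before and after 30 min room-temperature incubation. hKGA is in 45 mM KH2PO4 (pH 8.2) with 0.02% Tween-20; glutamine added as 1mM solution.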
Pin1 inhibitor: inhibitors of human Pin1; Potency, µM (top dose mostly 115 µM), for the others: at the top dose activity, negative = inhibition, actives largely listed as inhibitors; Pin1 FP peptide displacement, HiFluor488, 10 min; Q13526; actives 0.009% (n = 390,000); active means well fitted inhibition curve with a large enough effect in the polarisation, with a control signal flat, not every such curve was filed as active; inconclusive means small, poorly fitted or top-dose-only effect, or effect the other way, or a change in a side signal; inactive means no such curve, though single readings can be large or run the other way; the % refers to the polarisation; further: potency means the concentration at half of the fitted maximal effect; on the % scale 0 is the no-effect control and ±100 the full control effect
Target sequence (Q13526 whole entry, looked up): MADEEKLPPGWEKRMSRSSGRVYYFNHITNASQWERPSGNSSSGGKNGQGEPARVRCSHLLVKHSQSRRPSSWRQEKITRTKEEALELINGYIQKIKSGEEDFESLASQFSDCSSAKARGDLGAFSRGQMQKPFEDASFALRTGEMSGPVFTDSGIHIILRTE
* hit, by the source's call; i = inactive; ? = inconclusive; / = no result given; [ ] = another dose, or the depositor's remark. Unless noted, the call rests on the fitted dose curve; in most records, active means well fitted curve in the direction sought with a large enough effect; inconclusive means small, poorly fitted or top-dose-only effect, or another doubt; inactive means no such curve, though single readings can be large; an effect the other way counts as inactive or inconclusive. A portion of the library; the hit share may differ from the screen's.

Second line of a record: TrxR1 inh | IDH1 R132H inh | Tb PGK inh | PI4K2A inh | USP1 inh | HP1b chromo inh | TrxR1 substrate | GLS inhibitor | Pin1 inhibitor
COc1cccc2cc(C(=O)NCc3ccco3)c(=Nc3ccc(C(=O)O)cc3)oc12
    -4% | -8% | -6% | -2 | -20% | 4% | -3% | ? | ?
CCC(=O)N1CCc2cc(S(=O)(=O)CCC(=O)N3CCCC(C)C3)ccc21 (stereo unspecified)
    12% | -3% | -10% | 3 | -24% | 15%[57 µM] | 1% | 8% | 3%
Cc1ccnc(NS(=O)(=O)c2ccc(NC(=O)C34CC5CC(C)(CC(C)(C5)C3)C4)cc2)n1
    2% | 4% | 3% | 1 | -16% | 3% | -3% | -7% | 0%
COc1ccc(NC(=O)c2ccc(COCC(F)(F)C(F)F)cc2)cc1
    10% | 7% | i | -10 | -13% | 28% | -2%[11.4 µM] | 0% | 10%
CCOc1ccccc1NC(=O)Cc1c(F)cccc1Cl
    -6% | -2% | 2% | 4 | -5% | 14% | -7% | 8% | 6%
COc1ccccc1C1CC(=O)Oc2cc(C)c(Cl)c(C)c21 (stereo unspecified)
    23% | 8% | -7% | 2 | -22% | 34% | 3% | 0% | -5%
O=C(O)c1ccc(Sc2ccccn2)c([N+](=O)[O-])c1
    2%[57.1 µM] | -9% | i | 3 | -8% | 33% | -1%[57.1 µM] | -8% | 2%
Cc1ccc(S(=O)(=O)N2C[C@H]3N(C(=O)OC(C)C)N(C(=O)OC(C)C)C[C@H](OC(=O)NCC4CCCCC4)[C@@]3(O)C2)cc1
    / | 6% | -1% | 0 | -13% | / | / | -2% | /
O=C1Nc2ccccc2Nc2ccc([N+](=O)[O-])cc21
    11% | 10% | -7% | -3 | ? | 13% | -4% | -7% | 2%
CCn1c(NC(=O)Nc2ccccc2OC)nc2ccccc21
    6% | 0% | -10% | 1 | -29% | 12% | 0% | 20% | 0%
Cc1c(Cl)cccc1NC(=O)CSc1ncnc2c1sc1ccccc12
    39%[57.1 µM] | -4% | 9% | 0 | -27% | 20% | 6%[57.1 µM] | 9% | 8%
Nc1nonc1C(=O)OCC(=O)c1ccc(Cl)cc1
    24%[57.1 µM] | 1% | -5% | 2 | -3% | 32% | 17%[57.1 µM] | 1% | 4%
CCCC(=O)Nc1ccc(C(=O)NNC(=O)c2ccco2)cc1
    14% | 0% | 0% | -5 | -3% | 16% | 6% | 11% | -1%
Cc1cc(NC(=O)CSC2=NCCS2)no1
    24%[57.1 µM] | 3% | 1% | -6 | -13% | -11% | 7%[57.1 µM] | 3% | -5%
CN1CCN(c2ccc([N+](=O)[O-])cc2C(=O)c2ccccc2)CC1
    -1% | -5% | -14% | -5 | -21% | 0% | -3% | 0% | -1%
CC(C)c1ccc(NC(=O)N2CCCC2C(=O)Nc2ccc(-n3cnnn3)cc2)cc1 (stereo unspecified)
    -5% | -1% | 2% | 2 | 1% | 31% | -7% | 5% | -4%
COC(=O)c1ccc(CSc2nc3ccccc3c(=O)n2CC(C)C)o1
    -4% | 2% | 8% | 1 | -20% | 75%[activator] | 8%[57.1 µM] | 9% | 3%
CN(Cc1cccc2cnccc12)C(=O)c1cc(COc2ccc(F)cc2F)on1
    15% | 12% | i | 4 | -18% | 13% | -4% | 7% | 0%
COc1ccc(NC(=O)c2sc3nc4c(cc3c2N)CCCCCC4)cc1Cl
    -14% | -8% | i | 0 | -27% | 21% | 54%[activator] | 1% | 3%
O=C(NCc1ccco1)c1ccc2c(c1)N(Cc1ccc(F)cc1)C(=O)c1ccccc1S2(=O)=O
    15% | / | / | 3 | -21% | 22% | 4% | -6% | 11%
COc1ccc(CC(=O)N/N=C(\C)CC(=O)Nc2ccc3c(c2)OCCO3)cc1
    -63% | 8% | i | 0 | -14% | -7% | -16%[57.1 µM] | -14% | 2%
Cc1ccc2c(c1)C(=O)OC(C(=O)Nc1ncc(Cc3ccccc3Cl)s1)C2 (stereo unspecified)
    7% | -10% | 2% | -8 | -16% | 19% | 1% | -11% | 0%
COc1nc(-c2ccccc2)ccc1-c1noc(C)n1
    10% | -1% | -7% | -1 | -15% | 31% | 3% | 0% | -2%
CCC(C)c1ccccc1NS(=O)(=O)c1cnn(CC)c1 (stereo unspecified)
    -4% | -5% | -7% | 1 | -6% | 21% | -9% | 10% | -5%
Cc1ccccc1NC(=O)c1cccc(S(C)(=O)=O)c1
    17% | -5% | 3% | 4 | -13% | 34% | 7% | -1% | -3%
Nc1c(C(=O)NCc2ccccc2)c2nc3ccccc3nc2n1CCCN1CCOCC1
    11% | 6% | -1% | -8 | -20% | 101%[activator] | 55%[activator] | -3% | 0%
Cc1nc2ncccn2c1-c1csc(Nc2ccccc2)n1
    -13% | 3% | -10% | -1 | -17% | -18% | -7% | 1% | /
COc1c2c(c3c(c1OC)c(=O)c1ccccc1n3C)OCO2
    11%[11.4 µM] | 20% | -1% | -4 | -20% | 67%[activator] | 8%[11.4 µM] | -2% | ?
CCOc1c2ccc(C(=O)NCc3ccc(C)cc3)cc2nn1CCOC
    -2% | 14% | -9% | -3 | -18% | 44%[activator] | 86%[activator] | -1% | 5%
Cc1sc(NC(=O)CSc2nnnn2C2CCCCC2)c(C#N)c1C
    -7% | 3% | -8% | -2 | -6% | 30% | -3% | -1% | 3%
C[C@H]1CN([C@@H](C)CO)C(=O)c2cccc(NC(=O)c3ccncc3)c2O[C@H]1CN(C)C(=O)Nc1ccccc1
    56µM* | 0% | 10% | -8 | -18% | 26% | 4% | ? | 9%
COc1cccc(/C=N/NC(=S)Nc2cccc(C(=O)O)c2)c1
    -6% | -3% | i | 6 | -6% | 6% | -9% | 42%[activator] | 0%
COc1ccc(C(=O)NCCc2ccccc2)cc1[N+](=O)[O-]
    16%[57.1 µM] | 8% | -5% | 0 | -15% | 49%[activator] | 5%[57.1 µM] | -1% | -6%
COc1ccc(C(CNC(=O)COc2ccccc2C#N)N2CCOCC2)cc1 (stereo unspecified)
    12%[57.1 µM] | 8% | 0% | 5 | -5% | 39% | 2% | -1% | 0%
CC(C)CNC1CS(=O)(=O)CC1O (stereo unspecified)
    15% | 11% | 0% | -6 | -16% | 28% | 1% | 1% | -9%
COC(=O)c1ccc(Cn2cc(C(F)(F)F)cc([N+](=O)[O-])c2=O)cc1
    4% | 0% | -19% | -4 | -19% | 32% | 1% | -3% | -6%
CCCCNC(=O)CSc1nc2ccc(C)cc2[nH]1
    18%[57.1 µM] | -4% | -7% | 1 | -13% | 26% | 9% | -7% | -5%
C=CCNC(=O)C12CCC(C)(C(=O)C1Br)C2(C)C (stereo unspecified)
    -7% | 3% | i | 3 | -21% | 24% | -4% | 2% | 6%
CCOc1ccc(C(=O)c2cn(CC(=O)Nc3ccc4c(c3)OCCO4)c3ccc(F)cc3c2=O)cc1
    -5% | 22% | 5% | -4 | -14% | 40%[activator] | -8% | 17% | -2%
CC(C)c1ccc(C(=O)NCc2ccc(Cl)cc2)cc1
    -13% | -3% | 0% | 3 | -4% | ? | -14% | 0% | 2%
COc1ccc(C)cc1NC(=O)C1CCCCN1S(=O)(=O)c1ccccc1 (stereo unspecified)
    25% | -8% | -4% | 4 | -22% | 50%[activator] | 3% | -7% | 5%
CCOc1ccc(C(=O)NCC(=O)N2CCCC2)cc1
    31% | -2% | -4% | -1 | 0% | 25% | 12% | -8% | -10%
O=C1CC(SCCc2nc3ccccc3[nH]2)C(=O)N1c1ccc(F)c(Cl)c1 (stereo unspecified)
    -9% | -4% | -3% | 0 | -2% | 40%[activator] | -6% | 9% | 9%
CC(=O)NC12CC3CC(C1)CC(C(=O)OCC(=O)Nc1ncc(Cl)cc1Cl)(C3)C2
    -14% | -1% | -3% | 1 | -8% | 34% | -10% | 13% | -3%
CN1CCN(C(=O)C2=C[C@@H](C3CC3)C[C@@H](OCc3ccc(CO)cc3)O2)CC1
    12%[57.1 µM] | 9% | -9% | -1 | -4% | 17% | 10%[57.1 µM] | 6% | 2%
Cc1nc(SCCOc2ccccc2)[nH]c(=O)c1Cc1ccccc1
    19%[57.1 µM] | -7% | -1% | 7 | 7% | 3% | 4% | -10% | -4%
COc1ccc(S(=O)(=O)NC(C)c2ccc3c(c2)OCCO3)cc1 (stereo unspecified)
    / | -1% | 7% | -2 | -14% | / | / | -5% | /
CC(=O)Nc1ccc(S(=O)(=O)N(C)c2ccc(O)cc2)cc1
    -12% | 1% | -8% | -5 | -9% | 17% | -5% | 30%[activator] | -6%

Three entries already listed, sorted by the number in Tb PGK inh, lowest first:
structure	Tb PGK inh
CC(=O)Nc1ccc(S(=O)(=O)N(C)c2ccc(O)cc2)cc1	-8%
COc1ccc(C)cc1NC(=O)C1CCCCN1S(=O)(=O)c1ccccc1 (stereo unspecified)	-4%
Cc1nc(SCCOc2ccccc2)[nH]c(=O)c1Cc1ccccc1	-1%
